TNF death inh – blocks TNF-alpha induced death of Jurkat FADD-/- cells. Jurkat FADD-/- TNF necroptosis rescue, ATP luminescence, 24 h; 0 = TNF only, 100 = no-TNF cells. activation (protection from cell death), % at 10 µM. 220,000 tested, 0.068% active;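 active means activation, meaning protection from cell death, of at least 50% relative to plate controls; inactive means activation below 50%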;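 further: necroptosis triggered by 40 ng/mL TNF-alpha added together with compound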
Cl transport mod – KCC2 (human) Cl- transport modulation; KCC2 cells, thallium flux FluoZin-2 fluorescence; B-score of Tl+ flux slope (higher = more flux/activation; lower = inhibition) at 10 µM; 190,000 tested, 2.2% active; AID 1456;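 active means thallium flux slope and its plate-corrected score both differing from the plate sample mean at a set confidence after two filtering rounds, in either direction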;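 further: slope of fluorescence scaled to starting intensity during 10 to 20 s after thallium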
FXIa inh 1536 – blocks human coagulation factor XIa protease activity. P03951. purified FXIa, Boc-Glu-Ala-Arg-AMC fluorogenic substrate. inhibition, % at 5 µM. 220,000 tested, 0.14% active. AID 798;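 active means inhibition of at least 40%; inactive means inhibition below 40%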;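 further: fluorescence of freed AMC excited at 355 nm; 0% = enzyme without compound and 100% = no enzyme blank; many of its hits are not listed in these tables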
Target sequence (P03951 19-387 limits assumed): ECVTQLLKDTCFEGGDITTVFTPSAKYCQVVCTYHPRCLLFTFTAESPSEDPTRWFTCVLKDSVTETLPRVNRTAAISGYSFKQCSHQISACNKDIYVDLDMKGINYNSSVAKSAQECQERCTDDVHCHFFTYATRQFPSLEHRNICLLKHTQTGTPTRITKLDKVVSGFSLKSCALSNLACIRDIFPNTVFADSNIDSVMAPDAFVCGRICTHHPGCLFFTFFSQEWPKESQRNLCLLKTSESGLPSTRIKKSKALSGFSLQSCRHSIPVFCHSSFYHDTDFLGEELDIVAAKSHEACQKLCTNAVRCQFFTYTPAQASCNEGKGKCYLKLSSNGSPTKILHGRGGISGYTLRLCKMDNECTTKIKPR
Target sequence (P03951 388-625 limits assumed): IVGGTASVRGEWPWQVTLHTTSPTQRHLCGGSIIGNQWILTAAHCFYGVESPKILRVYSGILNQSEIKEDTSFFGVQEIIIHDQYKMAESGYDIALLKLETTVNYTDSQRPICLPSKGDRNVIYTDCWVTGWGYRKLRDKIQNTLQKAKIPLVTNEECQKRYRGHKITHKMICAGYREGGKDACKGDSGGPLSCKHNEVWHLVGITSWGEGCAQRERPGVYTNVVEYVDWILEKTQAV
FXIIa inh – blocks human coagulation factor XIIa protease activity; P00748; purified FXIIa, Boc-QGR-AMC fluorogenic substrate, 2 h; inhibition, % at 5 µM; 220,000 tested, 0.3% active; AID 800; in the data active means inhibition above about 40%;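 further: 0% = enzyme with no compound and 100% = blank without enzyme; many of its hits are not listed in these tables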
thrombin 1536 – inhibitors of human thrombin; P00734; alpha-thrombin, Boc-VPR-AMC fluorogenic substrate cleavage; inhibition, % at 5 µM; 220,000 tested, 0.26% active; AID 1046;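 active means inhibition at or above 40%; inactive means inhibition below 40%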;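 further: 0% = enzyme with no compound and 100% = wells without enzyme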
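Test system: human alpha-thrombin; medium: pH 7.5 Tris-saline with Tween 20; times: reaction at room temperature; signal: AMC fluorescence at 355 nm excitation and 460 nm emission; also added: Boc-VPR-AMC substrate, 15 µM final; dosing: one concentration per compound, 5 µM, with 0.2% DMSO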
Hck Nef HTS – human Hck-Nef kinase inhibition | P08631 | Recombinant Hck-YEEI plus Nef, Z-Lyte FRET kinase assay | inhibition, % at 20 µM | 220,000 tested, 0.68% active;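 active means Hck-Nef kinase inhibition above about 50%, limit read from the data; inactive means inhibition below that limit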;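 further: 0% = DMSO with Hck plus Nef and 100% = Hck alone without Nef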
zVAD death inh – L929 zVAD cell death inhibition; L929 zVAD necroptosis rescue, ATP luminescence, 24 h; with zVAD 60 µM; viability rescue, % at 10 µM; 220,000 tested, 0.38% active; AID 1377;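 active means activation, scaled between plate controls, above about 75%, limit read from the data; inactive means activation under that limit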;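 further: 0% = zVAD with DMSO and 100% = DMSO alone without zVAD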
hK5 inh – kallikrein 5 (human) inhibition | 210,000 tested, 0.59% active | Q9Y337 | inhibition, % at 5 µM | AID 873 | recombinant hK5, fluorogenic AMC substrate cleavage;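 active means inhibition of 40% or more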;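 further: 0% = enzyme controls without compound and 100% = no-enzyme blanks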
Rad51 HR inh – blocks human Rad51 in homologous recombination; Q06609; hRad51 DNA strand exchange, fluorescence dequenching; inhibition, % at 10 µM; 200,000 tested, 0.085% active; AID 1385;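 active means inhibition above 40% at the single screening dose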;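 further: 0% = DMSO control wells and 100% = blanks with heterologous ssDNA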
Target sequence (Q06609 whole entry, looked up): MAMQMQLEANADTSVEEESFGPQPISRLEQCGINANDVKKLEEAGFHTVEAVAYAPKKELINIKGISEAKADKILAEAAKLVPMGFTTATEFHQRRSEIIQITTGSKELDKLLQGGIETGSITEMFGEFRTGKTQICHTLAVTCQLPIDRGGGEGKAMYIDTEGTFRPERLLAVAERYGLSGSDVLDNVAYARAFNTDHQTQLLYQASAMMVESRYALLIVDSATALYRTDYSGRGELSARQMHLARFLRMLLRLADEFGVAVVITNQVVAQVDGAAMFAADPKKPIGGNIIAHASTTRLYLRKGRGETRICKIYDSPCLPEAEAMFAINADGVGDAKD
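Assay system: Human Rad51 nucleoprotein filaments preassembled on unlabelled ssDNA | Reagent: Donor/quencher-labelled 47-bp dsDNA substrate | Doses: One concentration, 10 µM final | Times: 37 °C 15-min filament assembly, 30-min compound preincubation, 15-min exchange | Technique: Fluorescein emission 520 nm, excitation 485 nm | Benchmarks: Plate control and blank wells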
* marks the source's active call; other numbers are inactive results; . = not tested or not shown. These rows are one share of the data, so the mix of outcomes need not match the whole.

Order of values: TNF death inh	Cl transport mod	FXIa inh 1536	FXIIa inh	thrombin 1536	Hck Nef HTS	zVAD death inh	hK5 inh	Rad51 HR inh
[1] CC(=O)N(CCC1(C(C)C)CCOC(C)(C)C1)C(C)c1cccs1 (stereo unspecified)
 : 1.2	-0.796	1.6	11.1	-2.6	10.4	-0.6	3.3	.
[2] O=C(c1ccc(S(=O)(=O)N2CCOCC2)cc1)N1CCN(c2ccccc2F)CC1
 : -1.4	.	-0.1	14.5	3.8	1.3	-0.3	-4.1	-2.1
[3] COc1ccc(N=Nc2ccc(O)c3ncccc23)cc1
 : -21.4	32*	-3.4	-2.6	-6.2	20.7	25.1	-29.3	1.1
[4] COc1ccc(NC(=O)CSc2nnc(Cn3cnc4ccccc43)n2C)cc1
 : -1.8	2.87	-3.0	5.3	-6.9	6.6	0.5	-12.9	-2.0
[5] N/C(=N\S(=O)(=O)c1cc(C(F)(F)F)cc(C(F)(F)F)c1)c1cccs1
 : 3.8	-0.108	-0.2	4.8	-2.4	-0.3	1.2	-4.6	7.4
[6] CCC1OC23CCCCC2C(C#N)(C(=N)O3)C1(C#N)C#N (stereo unspecified)
 : -2.4	-0.511	2.3	16.0	-0.1	-0.5	-0.1	-46.5	2.6
[7] O=C(NC1CCCCC1)C(c1ccc2ncccc2c1)N(Cc1ccccc1)C(=O)c1ccc2c(c1)OCCO2 (stereo unspecified)
 : -7.8	.	5.8	17.1	3.8	1.0	0.0	-0.8	2.9
[8] CN1C(=O)CC(C(=O)O)SC1=Nc1cc(Cl)c(O)c(Cl)c1 (stereo unspecified)
 : 0.1	-1.24	-2.7	-5.8	-2.6	-2.3	-1.5	7.9	-4.7
[9] CN(C(=O)COC(=O)c1cccnc1Nc1ccccc1F)C1CCS(=O)(=O)C1 (stereo unspecified)
 : 1.2	0.134	5.0	6.7	2.8	-2.2	1.4	-19.6	1.0
[10] COc1ccc([C@@H]2C=C(C(=O)O)O[C@H](OCCCCO)C2)cc1
 : -1.3	-0.219	1.7	11.8	0.8	27.6	0.8	-0.5	0.8
[11] Cc1cccc(NC(=O)/C=C/c2ccc3c(c2)OCO3)n1
 : 0.1	0.759	-11.2	-4.2	-7.0	-3.3	0.8	1.8	-6.4
[12] Cc1[nH]n(-c2ccccc2)c(=S)c1C=Nc1cccc([N+](=O)[O-])c1
 : -2.3	.	-4.2	5.9	-3.6	-2.0	0.1	4.9	-4.4
[13] C/C=C\C=C/C(=O)Nc1cccc(C2=NOC3(C2)C[C@@H](C(N)=O)N(C(=O)/C=C/CC)C3)c1 (stereo partly specified)
 : 1.7	0.496	-2.6	2.8	-6.3	-1.2	-0.3	-4.8	2.4
[14] Cc1ccc(CNC(=O)CCn2c(=O)oc3ccccc32)cc1
 : 2.6	0.434	-3.0	2.0	-6.8	22.3	0.5	-2.8	-3.2
[15] Cc1ccc(CNC(=O)c2cc3c(s2)CN(Cc2ccccc2)C3)cc1
 : 1.6	-0.251	-6.1	1.4	0.3	0.2	2.0	-12.2	6.3
[16] Cc1nnc(NC(=O)c2cccc(S(=O)(=O)N3CC(c4ccccc4)CC3=O)c2)s1 (stereo unspecified)
 : 0.1	-3.24	2.7	12.6	-2.7	-1.4	-0.4	-17.4	-3.3
[17] CCOc1cc(Cl)c(NC(=O)CC)cc1OCC
 : 0.5	-0.0567	2.1	11.7	-2.1	0.6	0.2	-12.1	-9.6
[18] Cc1ccc2nc(C)cc(C(=O)N3CCCC(CO)(Cc4ccccc4C)C3)c2c1 (stereo unspecified)
 : 2.4	-0.574	11.7	15.0	3.7	-2.5	-0.1	17.4	-3.1
[19] COc1cc(OC)cc(C(=O)O/N=C(\N)c2ccncc2)c1
 : -0.3	-1.48	3.0	11.6	1.3	3.3	-0.5	-7.1	-20.4
[20] Cc1nc(C)c(C(=O)C2=C(O)C(=O)N(CCCn3ccnc3)C2c2ccc(Cl)cc2)s1 (stereo unspecified)
 : -0.8	.	-2.6	6.4	-2.6	0.9	2.6	-12.1	2.4
[21] C/C(CCc1oc2ccc(Br)cc2c1-c1ccc(C)o1)=N/O
 : 1.5	0.0233	9.2	15.9	3.3	-6.2	.	-6.3	.
[22] CSCCC(NC(=O)c1ccccc1)C(=O)NC1CC1 (stereo unspecified)
 : -0.8	1.38	8.1	9.8	0.1	0.7	-0.1	-5.3	1.3
[23] Cc1cc(C)cc(NC(=O)CN2CCC(NC(=O)Cc3ccccc3)CC2)c1
 : 1.5	0.465	-7.8	2.2	-3.1	0.1	1.9	-4.0	-3.4
[24] COc1cccc(/C=N/NC(=O)COc2cccc3cccnc23)c1O
 : 0.5	-1.02	0.8	8.8	-3.8	-0.8	3.3	-4.8	5.0
[25] Cc1ccc(-n2c(SCc3cc(=O)n4ccsc4n3)nnc2-c2cccnc2)c(C)c1
 : -3.9	0.669	0.4	17.5	3.6	3.5	-0.5	-12.6	.
[26] CCOC(=O)CN(C(=O)CSc1nnc(-c2ccncc2)n1CCCN(C)C)c1ccccc1
 : 0.5	.	3.1	14.5	-1.8	2.9	0.7	-9.1	-1.8
[27] CC1C=CCC2C(=O)N(c3cccc(C(=O)N4CCN(c5ccc(F)cc5)CC4)c3)C(=O)C12 (stereo unspecified)
 : -1.4	3.18	-5.9	5.8	-2.8	1.5	0.1	0.9	.
[28] COc1cc(C(=O)O/N=C(\N)Cc2ccc([N+](=O)[O-])cc2)cc(OC)c1OC
 : -13.1	-0.782	-0.4	3.6	-2.1	20.7	2.4	0.9	10.4
[29] CCc1ccc(NC(=O)CNC(=O)c2cn(-c3ccccc3OC)c(=O)c3ccccc23)cc1
 : -3.2	-0.911	3.7	6.9	-3.2	16.9	0.4	-10.3	-3.3
[30] O=C1CCCC(=O)N1c1ccc(N2CCN(c3ccccc3)CC2)c([N+](=O)[O-])c1
 : 0.9	0.962	10.0	16.9	-6.1	6.7	0.3	-18.7	7.8
[31] Cc1csc(NC(=O)c2cc[n+]([O-])cc2)n1
 : -0.5	.	2.3	7.4	-1.6	13.2	3.5	4.8	0.4
[32] CCOc1ccccc1NC(=O)CSc1nnc(-c2ccco2)n1Cc1ccco1
 : 1.0	.	3.8	20.4	-8.8	2.4	2.3	-20.2	-5.2
[33] CC1(C)CC(=O)c2c(O)cc(O)cc2O1
 : 0.9	1.29	-2.3	-11.6	-9.5	-10.7	0.8	-13.1	-0.8
[34] Cc1cccc(-c2cc3c(N=O)c4ccccc4c-3n[nH]2)c1
 : -3.8	0.387	5.8	6.4	-1.9	26.6	16.4	7.6	-7.4
[35] Cc1nn(C)c(C(=O)N2CCN(C(=O)c3ccco3)CC2)c1Br
 : 0.4	-0.386	-5.6	0.2	-7.8	-1.9	-0.1	-6.9	10.7
[36] Cc1cc(NC(=O)CSc2n[nH]c(-c3cccs3)n2)no1
 : -1.2	0.667	2.1	11.0	2.3	0.2	0.1	-21.8	-9.5
[37] O=C(O)CCC(=O)Nc1cccc(-c2csc(-c3ccccc3)n2)c1
 : 0.4	-0.894	-1.2	6.2	-5.5	22.9	9.8	1.9	6.4
[38] COc1cc2c(C(=O)N3CCN(c4cccc(Cl)c4)CC3)cn(C)c(=O)c2cc1OC
 : -13.2	-0.284	3.7	-2.5	-8.4	1.3	-0.4	-9.9	-2.6
[39] CC(C)N(C(=O)c1sc2cc([N+](=O)[O-])ccc2c1Cl)C(C)C
 : 0.5	-0.813	-15.9	-0.1	7.8	2.3	0.2	-19.5	-3.1
[40] CCOc1cccc(-c2nnc(SCC(=O)Nc3ccc(OC)c(OC)c3)n2N)c1
 : 0.1	-2.33	-0.7	5.6	1.1	0.6	3.5	-1.7	-8.3
[41] CSc1sc(C(=O)NCC2CC2)c2c1S(=O)(=O)N(C)c1ccccc1-2
 : 0.3	0.878	2.6	8.3	-2.2	19.3	-0.8	0.9	.
[42] CC12CCC3(CO)COC(c4ccccc4O1)C2C3 (stereo unspecified)
 : 0.9	0.837	1.2	4.1	-2.2	0.2	1.9	-4.1	-1.3
[43] O=C(NCc1c(Cl)cccc1Cl)c1ccc2nnsc2c1
 : 58.3*	-0.0868	-0.2	0.7	-5.6	9.7	0.5	8.9	6.5
[44] Cc1csc2c(N3CCN(S(=O)(=O)c4ccc(Cl)cc4)CC3)ncnc12
 : 1.7	1.08	5.8	1.7	-4.2	2.4	0.0	2.9	19.6
[45] CC(C)Cc1nc2n[nH]c(N)c2c2c1COC(C)(C)C2
 : 0.0	1.91	-1.6	-6.2	-7.7	-0.8	-0.2	-28.8	6.8
[46] CC1CC(C)CN(C(=O)CSc2nnc(-c3ccc(F)cc3)o2)C1 (stereo unspecified)
 : 1.4	.	0.5	8.8	-10.9	0.4	89.1*	-5.8	6.7
[47] CCc1ccccc1NC(=O)c1ccc([N+](=O)[O-])s1
 : -2.6	0.44	8.1	12.2	-6.4	7.8	0.5	-1.4	-4.8
[48] O=S(Cc1ccc(Cl)cc1)c1ncc(CO)n1Cc1ccccc1 (stereo unspecified)
 : 1.4	-0.449	-6.5	-1.8	1.7	6.7	-0.6	-10.1	-5.7
[49] O=C(NCc1csc(-c2cccs2)n1)c1ccsc1
 : 4.9	-0.608	2.6	4.5	-1.1	-12.6	0.9	-0.3	23.6
[50] Cn1nc(C(F)(F)F)c(-c2ccc(Br)cc2)c1NC(=O)C1CCC1C(=O)O (stereo unspecified)
 : 1.6	0.137	2.2	9.4	-0.4	17.3	1.3	2.2	.
[51] CN(C)/C=C1\N=C(c2cccs2)OC1=O
 : -0.4	0.9	7.8	23.4	8.9	3.3	0.2	-12.8	6.0
[52] CC(=O)N(Cc1ccc(Br)cc1)c1ccccc1C(=O)O
 : 4.9	0.18	-2.3	1.3	-4.1	4.8	0.5	-1.4	0.0
[53] CC1CC(C)(C)NC(=S)N1CC(=O)NCc1ccc(Cl)cc1 (stereo unspecified)
 : 1.8	0	5.8	11.1	0.7	3.2	-0.2	-18.9	-4.4
[54] CC(CN1C(C)CCCC1C)OC(=O)c1ccc(Cl)cc1Cl (stereo unspecified)
 : 2.4	-1.77	24.6	44.8*	9.9	-2.4	-0.6	34.4	-16.2
[55] NC(=O)C1CCN(CC(=O)Nc2cccnc2Cl)CC1
 : -0.6	0.191	-3.6	6.5	-6.2	11.7	0.2	.	.
[56] O=C(O)c1cccc(NC(=S)N/N=C/c2ccccc2OCc2cccc(Br)c2)c1
 : -0.2	-2.52	-3.0	1.5	2.3	28.7	0.4	-0.3	-12.9
[57] CCCCN(CC)CCNC(=O)CNC(=O)Cn1ccc2ccccc2c1=O
 : 2.2	0.966	-0.6	12.5	-4.2	10.1	1.1	-1.7	13.5
[58] COc1cccc(C(=O)NCc2nnc(SCC(=O)Nc3nccs3)n2-c2ccccc2)c1
 : 0.4	-0.109	-10.4	-2.6	0.2	14.0	0.5	-1.9	-5.0
[59] O=C(Nc1ccccc1F)Nc1ccc([N+](=O)[O-])cc1Cl
 : 13.5	0.262	0.6	4.6	-1.4	13.3	-0.5	15.6	.

3 of the entries above in order of the Hck Nef HTS value, high to low:
cpd	Molecule	Cl transport mod	FXIa inh 1536	FXIIa inh	thrombin 1536	Hck Nef HTS	hK5 inh	Rad51 HR inh
58	COc1cccc(C(=O)NCc2nnc(SCC(=O)Nc3nccs3)n2-c2ccccc2)c1	-0.109	-10.4	-2.6	0.2	14.0	-1.9	-5.0
55	NC(=O)C1CCN(CC(=O)Nc2cccnc2Cl)CC1	0.191	-3.6	6.5	-6.2	11.7	.	.
49	O=C(NCc1csc(-c2cccs2)n1)c1ccsc1	-0.608	2.6	4.5	-1.1	-12.6	-0.3	23.6

Screening results deposited in PubChem by several laboratories.
